Source: PubChem BioAssay
VP16 counter – counter-screen for ROR gamma inhibitors: Gal4-VP16 reporter. Drosophila S2 Gal4-VP16 UAS-luciferase, luminescence, 20 h. Potency, µM (top dose mostly 53.6 µM), for the others: at the highest dose activity, negative = inhibition, actives largely listed as inhibitors. 310,000 compounds, 3.5% hits. AID 2546;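 also: Gal4-VP16 expression switched on by copper sulfate through the metallothionein promoter; potency is read from the fitted curve at half-maximal effect; % is scaled to controls: 0 for no effect and ±100 for the full control effect; nearly all actives have a fitted effect of over 50% in size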
NPC1 promoter act – activates the NPC1 promoter | Huh7 NPC1 promoter luciferase reporter, 24 h | Potency, µM (series often up to 9.22 µM), for the others: at the top dose activation, most hits filed as activators | 320,000 compounds, 2.4% hits | AID 485313;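 also: potency is read from the fitted curve at half-maximal effect; % of control where 0% means no effect; nearly all actives have a fitted effect of over 60% in size; reporter is driven by a mutant NPC1 promoter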
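NPC1 promoter–luciferase Huh7 cells; 24 h compound; luminescence.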
ELG1 genotoxic – inducers of genotoxicity in HEK293T ELG1-luciferase cells. 330,000 compounds, 1.3% hits. AID 504466. Potency, µM (series often up to 46 µM), for inactives: top-dose activity change, positive = activation, hits mostly activators. HEK293T ELG1-luciferase reporter, luminescence, 16 h; also: potency is read from the fitted curve at half-maximal effect; % of control where 0% means no effect; nearly all actives have a fitted effect of over 60% in size
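HEK293T cells expressing luciferase-tagged ELG1 were treated with compound or DMSO for 16 hr at 37°C. Luciferase activity was then read after 30 min with ONE-Glo at room temperature; rising signal flags genetic stress.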
TRPV1 ag – human TRPV1 agonism | AID 540275 | activation, % at 8.33 µM | Q8NER1 | 320,000 compounds, 0.19% hits | TRPV1-expressing cells, Fluo-8 calcium influx, agonist mode; in the data active = activation above about 80%; inconclusive = between about 30% and that limit; also: 0% is about no effect
Target sequence (Q8NER1 whole entry, looked up): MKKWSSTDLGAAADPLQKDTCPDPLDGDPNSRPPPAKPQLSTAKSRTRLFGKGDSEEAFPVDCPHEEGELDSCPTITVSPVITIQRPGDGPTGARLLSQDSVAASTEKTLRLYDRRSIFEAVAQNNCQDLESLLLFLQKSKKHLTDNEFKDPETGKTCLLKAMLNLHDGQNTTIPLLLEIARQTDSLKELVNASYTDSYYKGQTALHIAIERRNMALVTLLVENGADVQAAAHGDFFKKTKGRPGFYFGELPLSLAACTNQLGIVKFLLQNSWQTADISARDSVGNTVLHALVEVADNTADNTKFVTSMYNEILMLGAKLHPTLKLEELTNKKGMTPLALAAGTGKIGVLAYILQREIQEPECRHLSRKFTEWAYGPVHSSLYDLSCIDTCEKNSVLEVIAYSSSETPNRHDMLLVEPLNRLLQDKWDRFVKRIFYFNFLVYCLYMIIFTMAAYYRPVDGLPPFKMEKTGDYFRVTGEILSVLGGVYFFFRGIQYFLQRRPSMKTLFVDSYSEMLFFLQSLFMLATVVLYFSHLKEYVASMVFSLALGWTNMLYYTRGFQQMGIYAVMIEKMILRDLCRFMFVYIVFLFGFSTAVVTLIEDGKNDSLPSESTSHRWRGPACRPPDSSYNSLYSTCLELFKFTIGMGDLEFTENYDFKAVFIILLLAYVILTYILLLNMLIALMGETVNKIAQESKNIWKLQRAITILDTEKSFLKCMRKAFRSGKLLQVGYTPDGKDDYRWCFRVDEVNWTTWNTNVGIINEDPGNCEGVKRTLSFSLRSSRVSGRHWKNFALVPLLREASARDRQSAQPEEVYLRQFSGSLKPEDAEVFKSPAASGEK
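Fluo-8 calcium influx in TRPV1-expressing cells, kinetic read (ex 480/em 520 nm). Compound added and read 3 min for agonist activity, followed by capsaicin at EC20 final and 2 min further read for enhancement.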
RORgamma inh – inhibitors of mouse ROR gamma transcriptional activity; P51450; Drosophila S2 Gal4-RORgamma UAS-luciferase reporter, 20 h; Potency, µM (doses to about 53.6 µM), inactives show top-dose activity change, negative = inhibition, most hits filed as inhibitors; 310,000 compounds, 5.4% hits; AID 2551; also: potency is read from the fitted curve at half-maximal effect; % is scaled to controls: 0 for no effect and ±100 for the full control effect; nearly all actives have a fitted effect of over 60% in size
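Stable Schneider cell line, Gal4 DNA-binding domain fused to ROR gamma, UAS-luciferase. Cmpd 1 hr RT → CuSO4 700 uM final → 20 hr RT → luciferase reagent 10 min → luminescence.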
ELG1 repair inh – inhibitors of ELG1-dependent DNA repair in HEK293T cells; HEK293T ELG1-luciferase reporter, luminescence, 16 h; DNA damage induced by 5-fluorouridine; Potency, µM (highest dose often 46.1 µM), without a hit: top-dose activity change, negative = inhibition, usual class: inhibitors; 330,000 compounds, 2.3% hits; also: potency is read from the fitted curve at half-maximal effect; % is scaled to controls: 0 for no effect and ±100 for the full control effect; nearly all actives have a fitted effect of over 55% in size
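HEK293T cells expressing luciferase-tagged ELG1 (2,000/well) received 5-Fluorouridine plus compound or DMSO for 16 hr at 37 °C. Luciferase was read by ONE-Glo luminescence after 30 min at room temperature.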
Rab9 promoter act – activators of Rab9 promoter; Huh7 Rab9 promoter-luciferase reporter, luminescence, 24 h; Potency, µM (doses to about 9.22 µM), inactives show at the top dose activation, negative = inhibition, hits mostly activators; 320,000 compounds, 2.8% hits; also: potency is read from the fitted curve at half-maximal effect; % of control where 0% means no effect; nearly all actives have a fitted effect of over 60% in size
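Measured in stably transfected Huh7 cells bearing a Rab9 promoter–luciferase construct: 24 h compound treatment at 37 °C, followed by luminescence detection.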
p53 reactivator – restores transcriptional activity of mutant p53; H1299 p53-A138V BP100-luciferase reporter, luminescence, 24 h; Potency, µM (highest dose often 92.2 µM), for inactives: at the highest dose activity change, positive = activation, most hits filed as activators; 320,000 compounds, 0.063% hits; also: potency is read from the fitted curve at half-maximal effect; % of control where 0% means no effect; nearly all actives have a fitted effect of over 45% in size
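H1299 (p53-null), stable ts p53-A138V + BP100-Luc; 1000 cells/well, Opti-MEM/10% FBS; cpd 4 pt, 1:5; 24 h, 37 deg C, 5% CO2; detection reagent 10 min RT; luminescence.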
Tb PFK inh – inhibitors of T. brucei phosphofructokinase | AID 485367 | 330,000 compounds, 0.17% hits | O15648 | Potency, µM (doses to about 57.5 µM), for the others: at the top dose activity, negative = inhibition, hits mostly inhibitors | T. brucei PFK, ADP-Glo luminescence;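 also: potency is read from the fitted curve at half-maximal effect; 0% = uninhibited 1x PFK enzyme wells and -100% = no-enzyme wells; nearly all actives have a fitted effect of over 60% in size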
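PFK 1.25 nM, F6P 0.5 mM, ATP 0.1 mM, 0.1 M TEA pH 8.0, 5 mM MgCl2, 0.01% Tween20, 0.1% BSA; 45 min RT. ADP-Glo readout. qHTS titration up to 57 uM; curves fitted, compounds curve-classed.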
FLuc modulator – firefly luciferase modulation, counter-screen for miR-21 project; purified FLuc, Km substrates, luminescence inhibition; Potency, µM (highest dose often 57.5 µM), for inactives: at the highest dose activity change, negative = inhibition, actives largely listed as inhibitors; 360,000 compounds, 6.9% hits;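 also: potency is read from the fitted curve at half-maximal effect; plate controls were vehicle for no effect and reference inhibitor for full effect; nearly all actives have a fitted effect of over 55% in size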
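Biochemical qHTS of compounds, final roughly 60 µM downward over six points, against 10 nM purified firefly luciferase using Km concentrations of substrates (10 uM D-luciferin, 10 uM ATP) in Tris acetate pH 7.5 buffer; luminescence output.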
BRCA1 expr up – activators of BRCA1 expression. 380,000 compounds, 1.1% hits. Potency, µM (highest dose often 46.1 µM), for inactives: at the top dose activation, usual class: activators. MCF7-BRCA1-FFLuc reporter, luminescence, 48 h; response scale: scaled: vehicle 0%, 10 µM genistein 100%; also: potency is read from the fitted curve at half-maximal effect; nearly all actives have a fitted effect of over 80% in size; some results filed as inactive show a strong effect at the top dose
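Reporter cells (MCF7, BRCA1 promoter-firefly luciferase) received library compounds across a concentration series for 48 h. End-point luminescence was measured and concentration-effect curves derived after normalization.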
The depositor's hits bear a star; u = inconclusive; x = no result given; [ ] = remark or other dose. Unless noted, calls follow the shape of the dose curve; as a rule, active = well fitted curve in the direction sought with a large enough effect; inconclusive = small, poorly fitted or top-dose-only effect, or another doubt; inactive = no such curve, though single readings can be large; an effect the other way counts as inactive or inconclusive.

SMILES | VP16 counter | NPC1 promoter act | ELG1 genotoxic | TRPV1 ag | RORgamma inh | ELG1 repair inh | Rab9 promoter act | p53 reactivator | Tb PFK inh | FLuc modulator | BRCA1 expr up
COC(=O)c1ccccc1OCCCN(C)C | -10% | -5% | 0% | 4 | -8% | 8% | -8% | -11% | 1% | -1% | -1%
CCn1c(C)nc2cc(S(=O)(=O)C(F)F)ccc21 | 16% | 10% | 1% | -3 | 28% | 30% | 0% | 2% | 3% | -3% | 10%
O=C(NCCC(=O)N1CCOCCOCCOCCOCC1)OCc1ccccc1 | -2% | 0% | 1% | -4 | -5% | 0% | -7% | -2% | -7% | -1% | 14%
O=C(CSCc1ccccc1Cl)Nc1ccc2c(c1)OCCO2 | 8% | 1.8µM* | u | 23 | -17% | u | 1.6µM* | u | -5% | 6.7µM* | 19%
COc1ccc(C(=O)NC(=S)Nc2cccc(Cl)c2N2CCOCC2)cc1[N+](=O)[O-] | 5µM* | 0% | -4% | 9 | 1.8µM* | u | 11% | -1% | 1% | -1% | -84%
CCOc1cc2[nH]c(=S)n(CCC(=O)NCc3ccc(OC)cc3)c(=O)c2cc1OCC | -7% | 1% | 1% | 0 | -18% | -6% | -10% | 9% | 0% | 2% | -1%
Cc1nnc(N2C(=O)C(=O)/C(=C(/O)c3ccc4c(c3)OCCO4)C2c2ccc([N+](=O)[O-])cc2)s1 (centres undefined) | 13% | -2% | 1% | 1 | 2% | u | -2% | 11% | 0% | -5% | x
Cc1ccc(C)c(S(=O)(=O)N2CCN(C(=O)Cc3ccccc3)CC2)c1 | x | -8% | 0% | 3 | x | -12% | 2% | -5% | 1% | 7% | -9%
NS(=O)(=O)c1cccc(NC(=O)CSc2nnc(C3CC3)n2Cc2ccccc2)c1 | -9% | 3% | 1% | -1 | 21% | u | 2% | -4% | 0% | 0% | -9%
CCN1CCCC1CNCC(O)COc1ccc(C(C)(C)C)cc1C (centres undefined) | 1% | -2% | -1% | 0 | -48% | -3% | -10% | 20% | -9% | 7% | -36%
C=CCNC(=O)CSc1cc([N+](=O)[O-])cc(S(=O)(=O)Cc2ccccc2)c1 | 18% | -1% | -3% | 3 | 39% | 0% | 1% | -3% | 1% | 4% | -7%
COc1ccc(C(=O)NC2=NCCS2)cc1 | -2% | 2.2µM* | u | -6 | -18% | u | 2.8µM* | 11% | -4% | 19µM* | 3.2µM*

Some of the entries so far, with two lines to a compound.
Results follow in this order: VP16 counter, NPC1 promoter act, ELG1 genotoxic, TRPV1 ag, RORgamma inh, ELG1 repair inh, Rab9 promoter act, p53 reactivator, Tb PFK inh, FLuc modulator, BRCA1 expr up
Cc1ccc(C)c(S(=O)(=O)N2CCN(C(=O)Cc3ccccc3)CC2)c1
 : x, -8%, 0%, 3, x, -12%, 2%, -5%, 1%, 7%, -9%
NS(=O)(=O)c1cccc(NC(=O)CSc2nnc(C3CC3)n2Cc2ccccc2)c1
 : -9%, 3%, 1%, -1, 21%, u, 2%, -4%, 0%, 0%, -9%

Remaining list, next part
SMILES | VP16 counter | NPC1 promoter act | ELG1 genotoxic | TRPV1 ag | RORgamma inh | ELG1 repair inh | Rab9 promoter act | p53 reactivator | Tb PFK inh | FLuc modulator | BRCA1 expr up
CC(OC(=O)c1cccs1)C(=O)NCc1cccs1 (centres undefined) | -5% | 1% | 3% | -1 | 11% | 14% | -2% | -4% | 3% | -1% | -1%
O=C(CCCn1c(=O)oc2ccccc21)NC1CCCCCC1 | -11% | 0% | 0% | 5 | 25% | 14% | -2% | 6% | -1% | 0% | x
Cc1nn(CCOc2ccccc2)c(=O)n1-c1ccccc1F | u | u | u | 2 | u | u | u | 13% | -1% | u | u
C=CCOCC(O)Cn1c(N2CCCC2)nc2c1c(=O)n(C)c(=O)n2C (centres undefined) | -4% | 3% | 0% | 1 | 2% | 2% | 2% | 11% | -3% | -2% | -8%
COCCCn1c(=O)c2sccc2n2c(CCCC(=O)NCc3ccc(OC)cc3)nnc12 | 1% | 0% | 0% | 2 | -8% | 9% | 0% | -12% | 0% | 1% | -2%
O=C(CCN1C(=O)/C(=C/c2ccccc2)SC1=S)N[C@@H](CO)Cc1ccccc1 | -6% | -12% | -8% | 7 | -32% | -19% | -8% | u | 1% | -2% | -59%
CCOC(=O)c1sc2nc(C)nc(SC(C)C(=O)NC3CC3)c2c1C (centres undefined) | x | -2% | 0% | -5 | x | -20% | -8% | -5% | -1% | 0% | 1%
COc1ccc(C(=O)CCC(=O)NCc2cc(OC)cc(OC)c2)cc1 | 0% | -1% | -1% | 2 | 0% | 10% | -3% | 1% | 5% | -1% | 14%
COCCCn1c(SCC(=O)Nc2ccc(C(C)=O)cc2)nc2ccccc2c1=O | 1% | u | u | -3 | u | u | u | 6% | -3% | u | 86%
CCOC(=O)N1CC=C2C(C#N)=C(N)C(C#N)(C#N)[C@H](c3ccccc3OCC)[C@H]2C1 | -3% | -6% | u | 1 | -17% | 11% | 0% | -2% | 1% | 0% | 24%
COCc1cc(SC2CCCCC2)nc(C)n1 | 14%[10 µM] | -5% | 8% | 0 | -17% | u | 1% | 3% | 1% | u | 34%
CC(C)c1ccc(/C=C2\C(=O)N(CCN3CCOCC3)C(=S)N2C)cc1 | 4% | -2% | -11% | 16 | u | u | 3% | 0% | 1% | -20% | -31%
Cc1c(S(=O)(=O)NCCc2ccccc2)c(=O)n(C)c(=O)n1C | -11% | -11% | 1% | 0 | 4% | -1% | 1% | -4% | -4% | -1% | -11%
CCSc1nc(-c2cccnc2)ccc1C#N | -7% | -4% | -2% | -1 | -26% | -18% | -3% | -18% | -2% | 4% | -16%
CCOC(=O)CSc1nc2sc3c(c2c(=O)n1-c1ccc(OCC)cc1)CCN(C)C3 | 9% | 0% | -4% | 6 | 7% | -7% | -3% | u | -1% | 0% | -18%
O=C1NCC(O)=C1C=Nc1ccccc1O | 3% | -3% | 3% | x | -31% | u | -1% | 4% | 3% | 2% | -55%
Cc1ccc(S(=O)(=O)N2CCCOC2CNC(=O)C(=O)NC2CCCC2)cc1 (centres undefined) | -7% | -4% | -8% | -1 | 7% | 4% | 7% | 2% | -4% | 4% | -28%
Cc1ccc(N2CC(C(=O)OCc3nc(N)nc(Nc4ccccc4C)n3)CC2=O)cc1 (centres undefined) | x | -1% | 2% | 7 | x | 4% | -2% | -4% | 0% | 2% | 4%
O=C(NCCCn1ccnc1)c1nc(Cn2cc(Br)cn2)no1 | -3% | -2% | 0% | 3 | -14% | 7% | -3% | 6% | 1% | 0% | 3%
Nc1ccc(-c2c3ccccc3nc3ccccc23)cc1 | 8% | 1% | -2% | 0 | 0% | -4% | 1% | -1% | 4% | -1% | -21%
CCn1c(C)c(C)c2cc(C(=O)N3CCCC3)ccc21 | -7% | -7% | 4% | 15 | 8% | 16% | -4% | 1% | 0% | -12% | -4%
CSc1cccc(CN2CCCC(CNC(=O)c3ccco3)C2)c1 (centres undefined) | 3% | 1% | -3% | 2 | -17% | 1% | 0% | 8% | -3% | 2% | -11%
CCN(CCCNC(=O)CCc1nc(-c2ccc(OC)cc2)no1)c1cccc(C)c1 | 4% | -4% | -14% | 14 | 30% | 18µM* | -3% | -1% | 4% | 6% | -24%
Cn1c(N)c(C(=O)Nc2ccc(-c3ccccc3)cc2)sc1=S | -2% | -3% | -10% | -4 | 3% | -30% | -1% | 1% | u | -19% | -27%
Cc1sc2ncnc(SCC(=O)NC3CC3)c2c1C | 5% | -1% | 6% | 1 | -13% | 8% | -4% | -9% | 3% | 0% | 1%
COc1cc(OC)cc(C(=O)NC(=S)NNC(=O)c2cnccn2)c1 | u | -12% | 8% | -8 | u | -4% | -25% | 23% | 3% | 5% | -61%
CCCN1CCN(C(=S)Nc2ccc(S(N)(=O)=O)cc2)CC1 | -4% | 0% | 1% | -1 | 0% | 9% | -6% | 2% | -2% | 0% | -2%
COC(=O)c1cc(COC(=O)c2nc3nccc(C)n3n2)oc1C | 18% | -1% | 0% | 2 | 1% | 10% | -2% | 8% | 3% | 5% | -16%
CC(C)CNc1nc(Oc2ccc(=O)[nH]n2)nc(N2CCOCC2)n1 | -14% | 0% | 0% | -3 | -22% | u | -1% | -4% | -8% | -4% | 0%
CCc1ccccc1NC(=O)CN(C)C(=O)CSc1nnc(Nc2ccc(C)cc2)s1 | -6% | 0% | -3% | -3 | 41% | u | -4% | -4% | 0% | 9.5µM* | -4%
CCc1sc(C(=O)NC)cc1Br | -10% | x | x | -4 | -22% | x | x | x | x | 5% | 36%
CCNC(=S)NNC(=O)c1cccc(Br)c1 | -13% | -2% | 4% | 1 | u | 12% | 4% | -3% | 0% | -9% | 4%
CC(=O)c1cccc(NC(=O)C(C)OC(=O)CCn2c(C)csc2=O)c1 (centres undefined) | x | 1% | 0% | 7 | x | 0% | -7% | -1% | -3% | 4% | -2%
